sPLA2-III inh: Blocks human group III sPLA2 activity; 370,000 tested, 0.56% active; Q9NZ20; QFRET BODIPY PC-A2 liposome hydrolysis, fluorescence; inhibition, % at 12.2 µM;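 active = inhibition above mean plus 3 SD of compounds lying within the high and low control bounds, cut at about 19% in these data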;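 also: 0% = median of test compound wells and 100% = no enzyme DMSO wells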
proKLK7 act: activates the human kallikrein-7 zymogen. P49862. purified proKLK7, EDANS-DABCYL substrate fluorescence; 100% is mature enzyme control, 0% vehicle. activation, % at 7 µM. 370,000 tested, 0.9% active;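 active = activation above the mean of all tested compounds plus 3 SD, computed per campaign excluding outliers beyond control limits, cut at about 13% in these data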
PLC-beta3 inh: blocks human PLC-beta3 enzyme activity. AID 720704. 370,000 tested, 0.18% active. Q01970. Purified PLC-beta3, fluorogenic substrate, fluorescence. inhibition, % at 12.2 µM; in the data active = inhibition above about 11%;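 also: 0% = median of compound wells on plate and 100% = full blocker control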
PLC-gamma1 inh: inhibitors of human phospholipase C gamma1; P19174; purified PLC-gamma1, fluorogenic substrate, fluorescence; inhibition, % at 12.2 µM; 370,000 tested, 0.84% active; AID 720700; in the data active = inhibition above about 9.5%
ARFGAP1 inhibitor: inhibitors of rat ARFGAP1; Q62848; Arfgap1-stimulated ARF1 GTP hydrolysis, GDP FP detection; inhibition, % at 16.5 µM; 360,000 tested, 0.26% active; AID 651572;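 active = inhibition above a per-plate limit, mean inhibition of low control wells plus 3 SD, cut at about 25% in these data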;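 also: 0% = DMSO wells with enzyme and 100% = wells lacking Arfgap1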
Target sequence (Q62848 1-136 limits assumed): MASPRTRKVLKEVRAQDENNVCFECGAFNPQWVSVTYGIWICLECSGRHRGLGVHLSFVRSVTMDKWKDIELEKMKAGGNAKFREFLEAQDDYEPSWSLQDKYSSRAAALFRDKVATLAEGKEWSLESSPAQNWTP
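Material – truncated rat Arfgap1 GAP domain · Buffer or medium – HEPES-based buffer, pH 7.5 · Reagent – human ARF1(Δ1-17)-GTP substrate · Dosing – 16.5 µM single point, 1.26% DMSO · Schedule – GTP hydrolysis reaction 2 h at 25 °C · Technique – GDP detection by fluorescence polarization · Benchmarks – No-Arfgap1 wells (100%) versus DMSO full-reaction wells (0%) · Repeats – single replicate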
DDE Tn7 FP inh: DD(E)-Tn7 binding inhibition, primary FP screen | inhibition, % at 8.3 µM | FP displacement of FITC-Tn7 peptide from fibrin DD(E); 0% = median of compound wells per plate | AID 720508 | 370,000 tested, 0.13% active | P02675;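 active = inhibition above the mean of compounds falling within the control limits plus 3 SD of them, cut at about 14% in these data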;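 also: 0% = plate median of compound wells and 100% = 10 µM Aha-Tn7 peptide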
Target sequence (P02675 whole entry, looked up): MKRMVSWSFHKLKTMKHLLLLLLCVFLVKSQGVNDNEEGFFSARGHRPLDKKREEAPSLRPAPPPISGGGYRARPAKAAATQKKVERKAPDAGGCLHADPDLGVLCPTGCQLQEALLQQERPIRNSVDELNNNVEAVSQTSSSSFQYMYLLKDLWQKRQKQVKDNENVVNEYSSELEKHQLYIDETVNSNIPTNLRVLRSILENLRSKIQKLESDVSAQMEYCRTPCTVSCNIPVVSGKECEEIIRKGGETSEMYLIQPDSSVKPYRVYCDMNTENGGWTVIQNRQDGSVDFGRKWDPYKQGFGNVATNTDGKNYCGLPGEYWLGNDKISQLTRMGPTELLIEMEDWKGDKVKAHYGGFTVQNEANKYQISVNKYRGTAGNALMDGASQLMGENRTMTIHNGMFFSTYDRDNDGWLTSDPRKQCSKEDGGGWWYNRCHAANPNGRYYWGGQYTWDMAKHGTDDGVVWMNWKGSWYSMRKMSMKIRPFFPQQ
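system = human fibrin DD(E) protein | quantity = DD(E) 2 µM final | medium = Tris/NaCl/CaCl2 buffer, pH 7.8 | also added = labelled Tn7 tracer, 0.1 µM | compound dosing = single point at 8.3 µM | timing = compound with protein 10 min, then 3 h after probe, room temperature | signal = FP measurement | benchmarks = Aha-Tn7 high control | repeats = one replicate per compound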
Tn6 DDE FP: disrupts Tn6 cyclic peptide binding to fibrin D-Dimer-E complex; P02675; Fibrin DD(E) TRITC-Tn6 fluorescence polarization displacement; inhibition, % at 8.3 µM; 370,000 tested, 0.21% active; AID 720509;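 active = inhibition above a per-campaign cutoff: mean of compounds within control limits plus 3 SD, cut at about 15% in these data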;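 also: 0% = median of all compound wells on the plate and 100% = blocking peptide control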
ASAP1 GAP inh: inhibitors of human ASAP1 ArfGAP activity; Q9ULH1; ASAP1-stimulated ARF1 GTP hydrolysis, GDP FP detection; inhibition, % at 16.5 µM; 360,000 tested, 0.19% active; in the data active = inhibition above about 25%;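 also: 0% = vehicle with enzyme and substrate and 100% = no enzyme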
Target sequence (Q9ULH1 325-724 limits assumed): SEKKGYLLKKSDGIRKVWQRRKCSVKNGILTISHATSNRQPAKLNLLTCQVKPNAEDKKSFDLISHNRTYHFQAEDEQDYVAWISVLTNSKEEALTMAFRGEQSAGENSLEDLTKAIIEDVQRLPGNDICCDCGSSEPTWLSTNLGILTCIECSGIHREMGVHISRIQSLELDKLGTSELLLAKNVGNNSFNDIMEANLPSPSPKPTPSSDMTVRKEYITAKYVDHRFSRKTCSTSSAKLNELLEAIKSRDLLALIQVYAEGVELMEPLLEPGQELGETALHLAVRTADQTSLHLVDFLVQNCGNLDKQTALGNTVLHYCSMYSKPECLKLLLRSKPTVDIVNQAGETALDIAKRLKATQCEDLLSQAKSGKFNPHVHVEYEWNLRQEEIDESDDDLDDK
Rev-erbA mod: modulators of human Rev-erb alpha DNA binding; Rev-erbα–FITC-DNA binding, fluorescence polarization, 90 min; 370,000 tested, 0.79% active; P20393; activity, % at 10 µM;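 active = activity above about 14%, limit read from the data; passing the limit was not always enough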;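 also: 0% = DMSO wells with 35 nM protein and 100% = DMSO wells with 750 nM protein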
UHRF1 binding: blocks human UHRF1 binding to methylated DNA. Q96T88. UHRF1 binding to methylated oligo, TR-FRET. inhibition, % at 4.4 µM. 370,000 tested, 0.75% active; in the data active = inhibition above about 21%;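 also: UHRF1 SRA domain binding a hemimethylated CpG hairpin DNA probe; 0% = median of test compound wells and 100% = reference inhibitor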
Active calls of the source: *; i = inactive; · = not tested or not shown; & = joins results of further samples.

SMILES	sPLA2-III inh	proKLK7 act	PLC-beta3 inh	PLC-gamma1 inh	ARFGAP1 inhibitor	DDE Tn7 FP inh	Tn6 DDE FP	ASAP1 GAP inh	Rev-erbA mod	UHRF1 binding
Cc1ccnc(NC(=O)COc2ccc3oc4c(c3c2)CCCC4)c1	-21	0.2	-5	-3	7	0	-2	-14	-5	-2
CC1CCN(C(=O)C(NS(=O)(=O)c2cccc3nsnc23)C(C)C)CC1 (configuration not stated)	5	-0.6	-12	-1	10	5	3	4	2	1
O=C(c1ccc(S(=O)(=O)Cc2cc(F)ccc2F)c([N+](=O)[O-])c1)N1CCCC1	2	-0.5	1	2	5	4	2	-7	2	-1
CCCC(=O)C1=C(O)C(C(=O)OC)C(C)(C)CC1=NC (configuration not stated)	-3	0.7	0	-2	-3	10	1	-8	-1	-1
C=CCn1cnc2c(sc3nc(C)cc(C)c32)c1=O	-4	0.1	-4	1	-4	-7	-2	-9	2	-2
COc1ccccc1C(=O)N1CCN=C1SC	8	-0.7	2	-2	3	1	-4	4	2	2
Cc1sc(N(C(=O)CCc2ccccc2)c2ccc(C(=O)O)cc2)nc1-c1ccccc1	-4	0.3	-2	3	-21	3	3	9	10	7
Cc1ccc(NS(=O)(=O)c2ccc(C3CCCCC3)cc2)cc1	-25	-0.2	-3	0	7	-6	0	2	-2	0
CC(C=CC(O)=C1C(=O)CNC1=O)=C[C@@H](C)C1OC2(C)OC(C(=O)C3O[C@@]32C)C1C (some centres not stated)	-9	0.3	1	3	·	-3	5	-1	-2	-7
Cc1nn2c(-c3ccncc3)ccnc2c1Cl	0	-0.5	-4	1	1	5	4	6	6	-2
CCOC(=O)c1c(C)[nH]c(C(=O)OCC(=O)N2CC(C)OC(C)C2)c1C (configuration not stated)	4	-0.6	2	0	3	-3	-1	-3	3	1
CCC1CCCCN1C(=O)CCC(=O)Nc1nnc(C(F)(F)F)s1 (configuration not stated)	-10	0.5	-1	0	-6	-5	-3	21	4	1
C=CCCC1CN(Cc2ccc(OC)cc2)S(=O)(=O)c2c(cccc2Sc2ccc(OC)c(OC)c2)O1 (configuration not stated)	-9	0.6	2	4	14	0	-5	2	-2	-3
CCOC(=O)C1=C(C(=O)OCC)C2N(Cc3ccc(C#N)cc3)c3ccccc3[C@@]23C[C@@H](C(=O)OC)N(S(=O)(=O)c2ccccc2)C3=N1 (some centres not stated)	1	-1.0	-1	-4	7	-1	-3	2	2	-2
Cc1cc(OCC(=O)N2CCN(c3ccccc3)CC2)c2c(C)c(C)c(=O)oc2c1	6	1.2	-13	0	2	-3	5	-20	-3	0
O=C(N[C@H]1CCCc2c1cnn2-c1ccc(F)cc1F)c1ccccn1	-2	·	-2	-1	·	-4	1	·	-1	1
CN(C(=O)CN1C(=O)CCSc2ccc(S(=O)(=O)N3CCCC3)cc21)c1ccccc1	-3	0.2	-11	0	-6	-4	-3	-3	-4	2
O=C(Nc1cccc2c1CCCC2)c1cc(C2CCCCN2C(=O)c2cccs2)on1 (configuration not stated)	-6	0.3	-4	2	7	-6	0	-3	-6	1
CC12COC3(C(=O)Nc4ccc5ccccc5c4)CC1CCC32C (configuration not stated)	-3	-0.2	4	0	10	1	-4	1	0	15
COc1cc2c(cc1OC)CN(c1ccc(C(F)(F)F)cn1)CC2	5	8.7	i	-415	9	-3	0	2	-2	-1
CC(C)[C@H](NC(=O)C1CCN(S(=O)(=O)c2ccccc2)CC1)C(=O)NCc1ccncc1	6	0.0	-5	1	3	0	3	7	3	5
O=C1CCOc2cc(OCc3ccccc3)ccc21	3	-0.4	0	0	2	1	10	-8	-4	3
CC(C)c1ccccc1NC(=O)C1CCCN(C(=O)c2ccc(Cl)cc2)C1 (configuration not stated)	6	0.0	-6	-2	-2	0	3	-4	-1	2
Cn1cccc1-c1cc(C(=O)N/N=C/c2ccc(Cl)cc2)[nH]n1	-13	0.2	-7	0	-5	-6	1	6	2	4
O=C(Nc1nc(-c2ccc(F)cc2)cs1)c1cnccn1	6	-0.4	2	1	5	1	-6	8	-7	-1

New compounds follow
SMILES	sPLA2-III inh	proKLK7 act	PLC-beta3 inh	PLC-gamma1 inh	ARFGAP1 inhibitor	DDE Tn7 FP inh	Tn6 DDE FP	ASAP1 GAP inh	Rev-erbA mod	UHRF1 binding
CC1(C)CC(=O)C(C=NCCO)=C(O)C1	-3	0.6	0	0	11	9	6	1	-2	0
COc1ccc(C)c2sc(=NC(=O)c3ccccc3)n(C)c12	10	0.2	-27	-23	-18	1	-7	3	58*	1
COc1ccc(/C=C2\C(=N)N3N=C(CC(=O)N4CCOCC4)SC3=NC2=O)cc1	-11	-0.2	-51	-27	6	-2	0	-2	-5	1
Cc1cccc(N2CCN(C(=O)C3CCN(c4ncnc5c4nc4n5CCCCC4)CC3)CC2)c1C	8	0.5	-4	4	-1	1	6	3	5	13
CSc1ccccc1C(=O)C1CCCN(C(=O)CCc2cccnc2)C1 (configuration not stated)	7	0.5	-16	-8	11	0	-4	0	-2	0
CCOc1ccc(CC(=O)N/N=C/c2cccnc2)cc1OCC	4	0.4	-9	-3	-6	0	13	1	0	-4
Oc1ccc(-c2nc3ccc4ccccc4c3c3c2CCC3)cc1O	7	-0.7	-78	-69	3	-4	-9	0	0	6
COCc1nnc(NC(=O)CCCCCN2C(=O)c3ccccc3C2=O)s1	-1	0.1	2	1	0	-3	-1	10	5	1
Nc1cc(=O)[nH]c2nnc(SCC(=O)Nc3cccc4ccccc34)n12	-2	0.5	-4	0	-1	3	-1	-13	-2	2
O=[N+]([O-])c1ccc(N2CCN(c3ccc(F)cc3)CC2)cc1	-1	0.6	-5	-1	-9	-1	-6	2	3	-2
Cn1c(/C(C#N)=C(\O)c2cccc(F)c2)nc2ccccc21	5	-0.4	-4	-3	-5	-2	-1	4	0	2
Cc1nnc(NC(=O)C2CCCN(S(=O)(=O)c3ccccc3C(F)(F)F)C2)s1 (configuration not stated)	-16	-0.6	-3	-1	17	2	-4	6	5	12
N#C/C(=N\Nc1ccccc1F)c1nc(-c2ccccc2)cs1	4	-1.0	-1	-2	14	-2	-1	9	0	2
CCOC(=O)c1sc(NC(=O)Cc2ccccc2OC)nc1C	-10	0.2	-5	3	7	-3	4	-12	-3	1
O=C(OC1CC2CCC(C1)[N+]21CCCC1)C(O)(c1ccccc1)c1ccccc1 (configuration not stated)	8	0.3	7	8	·	10	-2	·	-5&-1	3
Cc1cccc(NC(=O)CN2C(=O)S/C(=C\c3ccccn3)C2=O)c1	1	0.1	1	2	5	1	0	0	2	0
CCOc1ccccc1NC(=S)NCc1ccco1	3	0.1	2	-3	-4	-1	5	-7	0	1
CC(C)CNCC(=O)N1c2ccccc2Sc2ccccc21	2	-0.3	2	-3	7	0	-6	-5	1	5
CC(C)C[C@H]1CNC(=S)N1C[C@H]1CCCN1C[C@H](Cc1ccc(O)cc1)N1C[C@H](Cc2ccccc2)N(CC2CCCCC2)C1=S	-5	-0.1	0	3	12	6	2	-1	4	-2
N/C(=N\c1nc2ccccc2o1)NC(=O)c1ccccc1NC(=O)c1ccccc1	-2	-0.3	-5	-3	-7	5	4	-9	18	-2
COC(=O)c1[nH]c2ccccc2c1NC(=O)C(C)N1CC(C)OC(C)C1 (configuration not stated)	12	0.9	-15	-9	-6	-1	4	-1	-1	1
O=S(=O)(Nc1cccc(C(F)(F)F)c1)c1cccnc1	-6	-0.1	4	2	-10	-5	-5	5	-3	-3
COC(=O)Cn1c(=NC(=O)c2cc(OC)cc(OC)c2)sc2cc(OC)ccc21	-4	-97	-181	-163	17	-1	5	-3	31*	2
CC(C)(C)NC(=O)NC(=O)CSc1n[nH]c(-c2ccccc2Br)n1	-2	0.4	1	3	-2	3	2	18	5	4
NNC(=O)CNC(c1ccccc1)c1cc(Br)ccc1NC(=O)c1ccc(Br)cc1 (configuration not stated)	5	-0.9	-16	-20	-1	4	-1	-6	0	-2

New compounds follow
SMILES	sPLA2-III inh	proKLK7 act	PLC-beta3 inh	PLC-gamma1 inh	ARFGAP1 inhibitor	DDE Tn7 FP inh	Tn6 DDE FP	ASAP1 GAP inh	Rev-erbA mod	UHRF1 binding
C[n+]1ccc(CC2C(=[N+]([O-])[O-])C=Nc3ncnn32)cc1 (configuration not stated)	4	0.5	-10	1	-1	-2	1	2	11	3
CCN(CC)C(=O)c1cn(CC)c(=O)c2cc(OC)c(OC)cc12	-5	-0.1	1	0	-1	1	-3	1	-1	-3
COc1ccc2nc(Nc3ccccc3)sc2c1	-18	0.1	-4	1	-7	8	5	-11	-3	-4
COc1ccc(C(=O)C2CCCN(C(=O)CCNC(C)=O)C2)cc1OC (configuration not stated)	10	0.4	-8	0	-5	-2	5	-3	1	3
CCOCC(=O)NC(=O)N1C[C@H]2CON(C)[C@H]2C[C@H]1c1ccc(OC)cc1	11	0.0	-5	1	·	1	7	·	-2	0
COc1nc(SCC(=O)Nc2ccccc2Cl)nc(N(C)C)n1	1	0.0	-3	0	4	4	10	-10	0	-3
CCOc1ccc(OCC)c(NC(=O)C2CCCN(S(=O)(=O)c3cnc[nH]3)C2)c1 (configuration not stated)	-14	0.0	2	-1	-5	-2	0	12	-4	0
CN(C)c1cc(Nc2ccc(O)cc2)c([N+](=O)[O-])c2nonc12	-6	0.1	-4	0	-6	8	-8	5	9	-8
N#CCCN1CCN(S(=O)(=O)c2ccc(C3CCCCC3)cc2)CC1	-7	-0.5	-6	1	-3	2	-1	-1	1	4
CCOC(=O)C1=CN(CC)S(=O)(=O)NC1c1ccc(C(F)(F)F)cc1 (configuration not stated)	2	-0.7	-10	-4	5	2	7	-13	-4	1
CSCCC(NC(=O)c1ccc(Cl)cc1Cl)C(=O)NNC(=O)c1csc(N2CCOCC2)n1 (configuration not stated)	-1	0.1	-14	-6	2	-1	5	-1	1	0
N#Cc1ccc(C(=O)CSc2n[nH]c(=O)n2Cc2ccco2)cc1	-55	0.3	-10	-1	2	-1	-3	-14	-1	-3
CCn1c(CC(=O)Nc2ccccc2OC)nnc1SCC(=O)Nc1ccccc1F	-1	-0.2	2	1	7	3	4	-15	1	0
CCC[N+]1(CC#CCC(c2ccccc2)c2ccccc2)CCCCC1	5	-0.2	-6	6	1	2	-12	5	-1	-1
COc1ccc2[nH]c(=O)c(CN(C(=O)C3CCCO3)c3ccc(C)cc3)cc2c1 (configuration not stated)	5	0.0	-15	-8	1	2	1	3	-3	4

Rewritten as a markdown table: part of the list above.
| Structure | sPLA2-III inh | proKLK7 act | PLC-beta3 inh | PLC-gamma1 inh | ARFGAP1 inhibitor | DDE Tn7 FP inh | Tn6 DDE FP | ASAP1 GAP inh | Rev-erbA mod | UHRF1 binding |
| --- | --- | --- | --- | --- | --- | --- | --- | --- | --- | --- |
| COC(=O)Cn1c(=NC(=O)c2cc(OC)cc(OC)c2)sc2cc(OC)ccc21 | -4 | -97 | -181 | -163 | 17 | -1 | 5 | -3 | 31* | 2 |
| CC(C)(C)NC(=O)NC(=O)CSc1n[nH]c(-c2ccccc2Br)n1 | -2 | 0.4 | 1 | 3 | -2 | 3 | 2 | 18 | 5 | 4 |

Bioassay records deposited in PubChem BioAssay by several laboratories.
